GAA inhib = blocks human lysosomal alpha-glucosidase; P10253; purified human GAA, 4-MU-alpha-glucoside fluorescence; Potency, µM (doses to about 76.9 µM), without a hit: at the highest dose activity change, negative = inhibition, hits mostly inhibitors; 200,000 compounds, 0.005% hits; AID 1466;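 further: potency means the concentration at half of the fitted maximal effect; plate controls were uninhibited enzyme wells for no effect and no-enzyme background for full effect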
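Endpoint fluorogenic read: 20 min room-temperature reaction of 4 nM human alpha-glucosidase with 400 uM 4-methylumbelliferyl-alpha-D-pyranoside, pH 5.0, quenched with 1M NaOH/1M glycine pH 10. AC50 from Hill modeling.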
HTT aggregate = inhibitors of mutant huntingtin aggregate formation in PC12 cells. 220,000 compounds, 1.1% hits. PC12 HttQ103-GFP aggregates, Acumen cytometry, 40 h. AID 1688. Potency, µM (highest dose often 46.1 µM), for the others: top-dose activity change, negative = inhibition, most hits filed as inhibitors; further: potency means the concentration at half of the fitted maximal effect; on the % scale 0 is the no-effect control and ±100 the full control effect; nearly all actives have a fitted effect of over 60% in size
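PC12 cells with ecdysone-inducible HTT exon1 Q103-GFP, induced by 100 nM tebufenozide, given compounds in a concentration series. GFP aggregates (1–25 um, 6 SD above background) counted in lysates by laser-scanning cytometry, 488 nm excitation.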
Lamin A splicing = LMNA splicing modulation. 200,000 compounds, 0.01% hits. HeLa LMNA splicing GFP/RFP minigene ratio, 48 h. Potency, µM (titrated, usually from 46.1 µM), inactives show at the highest dose ratio change, negative = inhibition, most hits filed as inhibitors; active means well fitted inhibition curve with a large enough effect in the signal ratio, with a control signal flat, not every such curve was filed as active; inconclusive means small, poorly fitted or top-dose-only effect, or effect the other way, or a change in a side signal; the % refers to the signal ratio; further: potency means the concentration at half of the fitted maximal effect; on the % scale 0 is the no-effect control and ±100 the full control effect
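Read-out is the ratio of GFP to DsRed2 object intensity, acquired by 488 nm laser-scanning cytometry on HeLa lamin A-EGFP minigene reporter cells. Compound incubation 48 hrs at 37 °C in Opti-MEM with 2% FBS; DMSO 0.5% final.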
CBFb-RUNX1 inh = inhibitors of human CBF-beta and RUNX1 interaction | AlphaScreen CBFb-His/RUNX1-biotin binding, biochemical | Q01196+Q13951 | Potency, µM (titrated, usually from 59.8 µM), inactives show at the highest dose activity, negative = inhibition, usual class: inhibitors | 230,000 tested, under 10 active; further: % of control where 0% means no effect
Target sequence (Q01196 whole entry, looked up): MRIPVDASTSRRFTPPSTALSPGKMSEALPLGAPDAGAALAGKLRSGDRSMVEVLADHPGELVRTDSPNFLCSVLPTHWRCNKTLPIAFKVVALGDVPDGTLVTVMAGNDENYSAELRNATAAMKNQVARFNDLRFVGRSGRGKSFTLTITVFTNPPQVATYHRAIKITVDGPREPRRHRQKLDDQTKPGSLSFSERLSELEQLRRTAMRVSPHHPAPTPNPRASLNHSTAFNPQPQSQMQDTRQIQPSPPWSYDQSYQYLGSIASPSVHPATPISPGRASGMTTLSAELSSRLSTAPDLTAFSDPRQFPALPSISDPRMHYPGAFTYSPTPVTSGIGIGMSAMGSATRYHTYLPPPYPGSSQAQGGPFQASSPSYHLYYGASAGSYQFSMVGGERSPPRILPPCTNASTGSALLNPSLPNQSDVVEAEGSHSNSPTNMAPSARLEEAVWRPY
Target sequence (Q13951 whole entry, looked up): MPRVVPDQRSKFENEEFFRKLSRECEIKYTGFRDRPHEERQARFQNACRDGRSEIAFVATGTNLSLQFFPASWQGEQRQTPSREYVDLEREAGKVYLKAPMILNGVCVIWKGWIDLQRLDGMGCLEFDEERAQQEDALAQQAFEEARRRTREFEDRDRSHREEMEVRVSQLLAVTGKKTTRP
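CBF-beta (His) and RUNX1 (biotin), 30 nM each; 20 min preassociation; + compound, 15 min; + beads 50 ng each (Ni, streptavidin), 90 min; RT; AlphaScreen read.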
HTT cytoprotect = protects HTT-Q103 PC12 cells, measured by ATP | 230,000 compounds, 0.14% hits | AID 1471 | Potency, µM (doses to about 56.4 µM), for the others: cytoprotection (ATP increase), usual class: activators | PC12 HTT-Q103 induced, cytoprotection, ATP luminescence, 40 h;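 further: potency means the concentration at half of the fitted maximal effect; % of control where 0% means no effect; nearly all actives have a fitted effect of over 45% in size; toxic huntingtin expression switched on by the ecdysone agonist tebufenozide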
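Compounds were screened for protection of PC12 cells against cell death after tebufenozide induction (100 nM final) of mutant Huntingtin exon 1 (Q103) fused to GFP.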
GAA spleen mod = inhibitors or activators of human alpha-glucosidase in spleen homogenate. human spleen homogenate, 4-MU-alpha-glucoside fluorescence. Potency, µM (highest dose often 79.9 µM), for inactives: at the highest dose activity change, negative = inhibition, actives largely listed as inhibitors. P10253. 240,000 compounds, 0.006% hits;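 further: potency means the concentration at half of the fitted maximal effect; 0% = enzyme with vehicle and -100% = no enzyme basal signal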
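Enzyme source: human spleen homogenate, 1 ug/well. Buffer 50 mM citric acid/K phosphate pH 5.0, 0.01% Tween-20. 4-MU-alpha-glucoside 1 mM; 37 C x 40 min; NaOH/glycine stop; fluorescence.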
GAA glycogen mod = alters human alpha-glucosidase cleavage of glycogen; recombinant GAA, glycogen substrate, Amplex Red glucose oxidase fluorescence; Potency, µM (top dose mostly 76.4 µM), for the others: at the highest dose activity change, negative = inhibition, most hits filed as inhibitors; 300,000 compounds, 0.38% hits;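 further: potency means the concentration at half of the fitted maximal effect; 0% = full enzyme reaction and -100% = no-enzyme basal signal; the screen sought inhibitors and activators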
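Recombinant enzyme (4 nM final) with compounds titrated up to 77 uM and bovine liver glycogen (30 ug) in citrate pH 5.0, 0.01% Tween-20, 37 C 40 min. Released glucose detected by Amplex Red/glucose oxidase (Ex 573/Em 610); AC50 from Hill fits.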
Active calls of the source: *; ? = inconclusive; / = no result given; [ ] = remark or other dose. Unless noted, the call rests on the fitted dose curve; in most records, active means well fitted curve in the direction sought with a large enough effect; inconclusive means small, poorly fitted or top-dose-only effect, or another doubt; inactive means no such curve, though single readings can be large; an effect the other way counts as inactive or inconclusive. Hits appear at their usual frequency (roughly 1.5% active in at least one column).

SMILES	GAA inhib	HTT aggregate	Lamin A splicing	CBFb-RUNX1 inh	HTT cytoprotect	GAA spleen mod	GAA glycogen mod
Cc1cccc2cc(/C=N/NC(=O)c3ccccc3O)c(Cl)nc12	0%	?	-9%	3%	11%[10 µM]	15%	-3%
COc1ccc(CCNCc2ccc(OCC(=O)N3CCCCC3)c(OC)c2)cc1OC	-10%	6%	/	10%	/	0%	0%
COc1ccc(Nc2c3c(nc4ccccc24)CCCC3)cc1OC	-4%	6%	/	-4%	-25%	0%	?
CCN(CC)CCNC(=O)c1cc([N+](=O)[O-])c(N(C)C)cc1OC	/	-10%[9.22 µM]	/	8%	5%[10 µM]	-4%	4%
O=C(Nc1c(C(=O)N2CCCCC2)cnn1-c1ccccc1)c1ccco1	-7%	2%	2%	2%	-2%	2%	3%
Nc1nc2c3ccccc3nc(C3CC3)n2n1	-9%	7%	-9%	-5%	-11%[0.074 µM]	0%	-1%
CC1(C)Cc2nc3oc4c(=O)n(CC(=O)Nc5ccc(Cl)cc5)cnc4c3cc2CO1	/	-21%[9.22 µM]	/	8%	21%[10 µM]	4%	1%
COc1ccc(-n2nc(C(=O)NCC(=O)NCc3ccco3)c3ccccc3c2=O)cc1Cl	-2%	-11%	?	3%	-3%	8%	7%
CCOC(=O)c1c(N)sc2c1CCC1C(=O)N(C3CCCCC3)C(=O)C21 (centres undefined)	?	-14%	-10%	10%	-1%[10 µM]	-3%	-8%
C=CCn1c(CCCNC(=O)c2ccccc2OC)nc2ccccc21	-4%	16%	-15%[46 µM]	-10%	-24%	-10%	-7%
O=C(Cn1nnc(-c2ccc3c(c2)OCO3)n1)N1CCOCC1	0%	10%	5%	1%	-12%	1%	3%
COc1cc(C=C(C(C)=O)C(C)=O)ccc1O	-1%	-14%	-16%	2%	10%	-6%	-23%
COc1cc(-c2nnn(CC(=O)NCc3ccccc3)n2)cc(OC)c1OC	3%	-7%	/	-4%	-5%[10 µM]	5%	22%
Cc1ccc(S(=O)(=O)N/N=C/c2ccc(OCC(=O)N3CCOCC3)cc2)cc1	-3%	12%	-2%[46 µM]	10%	-20%	-15%	-14%
O=C1NCCN1C(=O)c1cccc(Cl)c1	-4%	21%	6%	3%	-11%	3%	14%
COC(=O)c1sc2nc(-c3ccco3)ccc2c1N	0%	?	5%	?	-105%[inhibitor]	-4%	0%
Cc1ccc(CCNC(=O)C2CCCN2S(=O)(=O)c2ccc3c(c2)CCC(=O)N3)cc1 (centres undefined)	2%	-3%	?	11%	4%[10 µM]	-11%	3%
O=C(NC(=S)Nc1cnc2ccccc2c1)c1ccccc1	-1%	-6%	?	-4%	21%[10 µM]	3%	3%
O=C(Cc1ncon1)Nc1ccc(F)c(F)c1F	?	-17%[9.22 µM]	/	3%	-22%[10 µM]	2%	-7%
COc1ccc(/C=C(/NC(=O)c2cccc([N+](=O)[O-])c2)C(=O)O)cc1	0%	0%	/	5%	1%	-2%	-10%
CCN1C(=O)N[C@@H](c2cccs2)C(C(=O)OC)=C1C	/	/	16%[9.22 µM]	-5%[13.1 µM]	29%[10 µM]	-1%[17.4 µM]	/
O=C(CSc1ccc(-c2ccc3c(c2)OCO3)nn1)Nc1nccs1	-6%	-13%	/	-19%	-40%[inhibitor]	1%	-4%
CCOc1ccc2[nH]c3c(N4CCN(c5ccccn5)CC4)ncnc3c2c1	6%	?	?	-4%	-10%[10 µM]	-5%	-17%
CC1(C)Cc2ccccc2-c2nnc(-c3ccco3)n21	-10%	-16%	-7%	0%	-5%	-6%	1%
CCCn1c(N2CCN(Cc3cccc(C)c3)CC2)nc2c1c(=O)[nH]c(=O)n2C	9%	29%	6%	-5%	-17%	-12%	-6%
SMILES	GAA inhib	HTT aggregate	Lamin A splicing	CBFb-RUNX1 inh	HTT cytoprotect	GAA spleen mod	GAA glycogen mod
O=C(c1cccc(F)c1)N1CCN(c2ccc([N+](=O)[O-])c(N3CCCCC3)c2)CC1	0%	-20%	5%[0.0737 µM]	-29%	-24%	-9%	1%
CCOc1ccc(C(c2c(NC(=O)c3ccccc3)sc(C)c2C)N2CCN(CCO)CC2)cc1 (centres undefined)	-2%	4%	?	-28%	2%[10 µM]	-1%	-17%
CC(C#N)On1c(SC(C)C#N)nc2ccccc2c1=O (centres undefined)	-7%	9%	13%	7%	-16%[0.074 µM]	4%	-1%
COCCOCC(O)CN1CCN(c2ccccc2)CC1 (centres undefined)	-9%	0%	-4%	-1%	-25%[10 µM]	-2%	3%
CCC1=NN(C(=O)c2ccc(C)cc2)C(O)(c2ccc(Br)cc2)C1 (centres undefined)	-12%	-11%	?	-5%	15%[1.9 µM]	-9%	?
C#CC(CC)(CC)NC(=S)Nc1ccc(S(N)(=O)=O)cc1	-10%	-4%	12%	0%	26%[10 µM]	-3%	-1%
Cc1cccc(NC(=S)N2CCN(C(=O)C3CCCO3)CC2)c1 (centres undefined)	5%	-19%	4%	-5%	8%[10 µM]	0%	2%
Cc1cccc(NC(=O)CN2C(=O)CSC2=O)c1	11%	-20%[9.22 µM]	6%[46 µM]	-23%	-8%[10 µM]	2%	-14%
O=C(C1CCCCN1S(=O)(=O)c1ccccc1[N+](=O)[O-])N1CCCCC1 (centres undefined)	1%	8%	-2%[46 µM]	-1%	-10%	0%	-4%
Nc1nonc1-n1nnc(C(=O)N/N=C/c2ccc(Br)cc2)c1CSC1=NCCS1	-3%	-9%	-20%	-3%	3%[10 µM]	5%	4%
CCc1cccc(OCCCN2C(=O)NC(C)(C)C2=O)c1	5%	2%	25%	-4%	5%	-6%	6%
Cc1cc(C)nc(NS(=O)(=O)c2ccc(N/C=C\C(=O)c3ccc(Cl)cc3)cc2)n1	-6%	32%	4%	2%	-46%[inhibitor]	1%	3%
C/C(=N\NC(=O)Cn1nc(C)c([N+](=O)[O-])c1C)c1ccc(O)cc1	-29%	3%	8%	4%	4%[10 µM]	-8%	6%
Nc1nonc1-n1nnc(C(=O)N/N=C/c2ccccc2Cl)c1CSc1ccccc1	/	-4%[9.22 µM]	/	-15%	1%[10 µM]	4%	-1%
O=[N+]([O-])c1cccc(-c2nc3ccccc3s/c2=N/O)c1	-3%	2%[9.22 µM]	/	0%	3%[10 µM]	-1%	-5%
O=C(CN1C(=O)c2ccccc2S1(=O)=O)c1ccc(F)cc1	/	2%[9.22 µM]	/	8%	-19%[10 µM]	3%	-2%
COC(=O)c1ccc(NC(=O)Nc2ccccc2F)cc1	11%	?	/	5%	-43%	0%	5%
Cc1cccc(C)c1NC(=O)CCCCCNS(=O)(=O)c1ccccc1	4%	1%	4%[46 µM]	-4%	/	-3%	27%
CCn1c(=O)c(C(=O)CN2CCN(S(=O)(=O)c3ccccc3)CC2)c(N)n(Cc2ccccc2)c1=O	1%	0%	18%[46 µM]	13%	/	-10%	20%
Cc1onc(-c2ccc(Cl)cc2Cl)c1C(=O)/C=C/N(C)C	/	-13%[9.22 µM]	/	1%	-4%[10 µM]	1%	-8%
Cc1cc2oc(=O)cc(COC(=O)c3n[nH]c4ccccc34)c2cc1C	-5%	12%	-15%	2%	12%	0%	0%
C/C(=N\NC(=O)CN(c1ccc(C)cc1)S(C)(=O)=O)c1cccs1	-3%	-16%	-2%	-4%	/	3%	9%
CC(=O)N/C(=C\c1ccc(F)cc1)C(=O)OC(C)C	6%	-6%	-12%	-1%	-7%[10 µM]	-3%	3%
O=C(CNC(=O)c1cccs1)OCC(=O)c1ccc2ccccc2c1	-9%	-8%	0%	-3%	-2%	1%	-1%
CC(Oc1ccc(Cl)cc1Cl)C(=O)Nc1ccncc1 (centres undefined)	5%	5%	?	5%	1%	2%	5%

Limited to HTT aggregate (2 entries from above):
Structure,HTT aggregate
Cc1cccc2cc(/C=N/NC(=O)c3ccccc3O)c(Cl)nc12,?
COc1ccc(CCNCc2ccc(OCC(=O)N3CCCCC3)c(OC)c2)cc1OC,6%

Later entries.
SMILES	GAA inhib	HTT aggregate	Lamin A splicing	CBFb-RUNX1 inh	HTT cytoprotect	GAA spleen mod	GAA glycogen mod
S=C(NCCc1ccccc1)Nc1ccc(Br)cc1	5%	-30%	?	7%	16%[10 µM]	-2%	7%
Clc1ccc(-c2csc(-c3cccnc3)n2)s1	/	-34%[9.22 µM]	/	18%	6%[10 µM]	-2%	2%
O=C(NNC(=O)C1CCN(S(=O)(=O)c2ccc(Cl)cc2)CC1)c1ccccc1	5%	-7%	-6%	1%	-32%[10 µM]	3%	-6%
O=C(N(c1ccccc1)c1ccccc1)n1ccnc1	-5%	17%	-7%	15%	29%[10 µM]	4%	6%
CC(=O)NC1=NN(C(C)=O)C(C)(c2ccc(C)cc2)S1 (centres undefined)	3%	-10%	-13%	5%	15%[10 µM]	-5%	8%
CC(=O)CCC1C2C(O)C(C(C)C)C(OC(=O)/C=C/c3ccccc3)CC12C (centres undefined)	/	-18%[9.22 µM]	/	4%	-4%[10 µM]	2%	3%
COc1ccc(NC(=O)C2CCCN(S(=O)(=O)c3cccc4cccnc34)C2)cc1OC (centres undefined)	-5%	-11%	?	7%	21%[10 µM]	-12%	-3%
COC(CNC(=O)c1ccc(N2CCc3ccccc32)c([N+](=O)[O-])c1)OC	0%	11µM*	?	-11%	15%[10 µM]	-11%	11%
CC(=O)Nc1ccccc1OCc1nnc(-c2ccc(Cl)cc2)o1	-10%	3%	/	-1%	-72%[inhibitor]	10%	1%
COc1ccc(CC(NC(C)=O)C(=O)NC2CCN(C(=O)C3CC3)CC2)cc1OC (centres undefined)	9%	/	4%[46 µM]	7%	/	4%	8%
COc1ccccc1-c1noc(-c2ccncc2)n1	-12%	-11%	0%	11%	-30%[0.074 µM]	-14%	4%
CC(C)(C)c1cc(-c2nc(N)nc(N)n2)cc(C(C)(C)C)c1	?	17%	-9%	-3%	-4%[10 µM]	2%	-10%

An excerpt from above in order of the HTT aggregate value, lowest first.
smiles | GAA inhib | HTT aggregate | Lamin A splicing | CBFb-RUNX1 inh | GAA spleen mod | GAA glycogen mod
CC(=O)NC1=NN(C(C)=O)C(C)(c2ccc(C)cc2)S1 (centres undefined) | 3% | -10% | -13% | 5% | -5% | 8%
O=C(NNC(=O)C1CCN(S(=O)(=O)c2ccc(Cl)cc2)CC1)c1ccccc1 | 5% | -7% | -6% | 1% | 3% | -6%
CC(C)(C)c1cc(-c2nc(N)nc(N)n2)cc(C(C)(C)C)c1 | ? | 17% | -9% | -3% | 2% | -10%
